p53ts 39C kill – p53ts cell cytotoxicity, nonpermissive temperature; H1299-p53A138V viability at 39C, ATP luminescence, 24 h; Potency, µM (highest dose often 46.1 µM), without a hit: top-dose activity change, negative = cell killing, most hits filed as cytotoxic; 1.5% of 130,000 active; AID 902; note: nearly all actives have a fitted effect of over 55% in size
Imprint erasure – genomic imprint erasure induction. mouse ES Peg3-LacZ reporter, beta-gal luminescence, 40 h. Potency, µM (doses to about 60.7 µM), inactives show top-dose activity change, positive = activation, hits mostly activators. 0.02% of 110,000 active. AID 1948;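 note: 0% = negative control wells on the plate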
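Gelatin-coated wells received 300 freshly trypsinized female ES cells with a Peg3LacZ-Neo reporter on the maternal allele, then incubated 40 hours at 37C. BetaGlo was added for 5 minutes at room temperature before a single luminescence read.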
p53ts 32C kill – kills p53ts cells at the permissive temperature; Potency, µM (highest dose often 46.1 µM), for the others: at the highest dose activity change, negative = cytotoxicity, most hits filed as cytotoxic; 0.93% of 130,000 active; H1299-p53A138V at 32C, ATP luminescence viability, 24 h;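 note: 0% = DMSO and -100% = full killing by reference compound; nearly all actives have a fitted effect of over 55% in size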
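H1299-p53 A138V cells (temperature-sensitive p53) exposed 24 h to up to 46 uM compound at 32C, where p53 is wild-type in conformation. Viability read as ATP luminescence and normalised to DMSO and 100 uM tamoxifen. AC50 fitted with the Hill equation.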
IkB sig inh – suppresses IkB signaling in ABC-DLBCL reporter cells | 0.04% of 110,000 active | ABC-DLBCL IkBa-CBG/CBR dual luciferase ratio, 4 h; response scale: scaled: untreated 0%, proteasome inhibitor 100% | Potency, µM (doses to about 57.1 µM), for inactives: at the top dose IkBa stabilization activation; active = well fitted curve in the direction sought with a large enough effect in the signal ratio, not every such curve was filed as active; inconclusive = small, poorly fitted or top-dose-only effect, or a change in a side signal; the % refers to the signal ratio;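 note: the direction sought is a rising ratio; 0% = basal untreated cells and 100% = reference inhibitor full response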
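Luminescence ratio of IκBα-fused green versus native red beetle luciferase in OCI-Ly3 cells, 4 h post-doxycycline with compound; red signal alone, scaled from basal (0%) to zero light (-100%), flagged nonspecific or cytotoxic effects.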
An asterisk follows results filed as active; ? = inconclusive; . = no result given; [ ] = remark or other dose. Unless noted, calls come from the whole dose curve; as a rule, active = well fitted curve in the direction sought with a large enough effect; inconclusive = small, poorly fitted or top-dose-only effect, or another doubt; inactive = no such curve, though single readings can be large; an effect the other way counts as inactive or inconclusive. Unless noted, % is set by controls: 0 for no effect and ±100 for the full control effect; potency is the fitted concentration of half-maximal effect.

Values run as follows: p53ts 39C kill | Imprint erasure | p53ts 32C kill | IkB sig inh
CO[C@@H]1/C=C\CC(=O)N2CCC[C@@H]2C(=O)OC[C@H](C)C(=O)OC[C@H]1C
 : 1.8%[9.22 µM] | . | -3.4%[9.22 µM] | .
CCc1cccc(C)c1NC(=O)Cn1nc(C)c2nn(-c3ccc(Cl)cc3)c(C)c2c1=O
 : -22.7% | -8.9%[10.9 µM] | -13.5% | 0.9%
CCc1ccc(-c2nn(CC(=O)Nc3ccccc3)c3c2cnc2ccc(F)cc23)cc1
 : -23.1% | -9.0%[10.9 µM] | -6.4% | -0.2%
COc1cccc(-n2cnc3cccc(N)c32)c1
 : 3.4% | . | 11.4% | .
O=C(Nc1ccc2nc(SCC(=O)N3CCCc4ccccc43)sc2c1)c1cccc(F)c1
 : 14.8% | -15.3%[10.9 µM] | -4.7% | ?
O=C(NCc1ccc(F)cc1)c1noc2c1CCCCC2
 : -12.3% | 12.2% | -2.4% | -1.6%
Cc1cc(C)cc(NC(=O)C2CCCN(S(=O)(=O)c3cccc4nsnc34)C2)c1 (stereo not drawn)
 : 18.8% | -14.0%[10.9 µM] | 10.4% | ?
CC(Nc1ccc(-c2nc(-c3ccncc3)no2)cc1[N+](=O)[O-])c1ccccc1 (stereo not drawn)
 : -20.7% | -5.4%[10.9 µM] | -7.0% | -0.9%
CCn1c(=O)c(C(=O)Nc2ccccc2S(N)(=O)=O)c(O)c2ccccc21
 : 15.9% | -0.6% | 13.3% | ?
C=C(C)CSc1nc2sc3c(c2c(=O)n1Cc1ccccc1)CC(C)(CC)OC3 (stereo not drawn)
 : 13.4% | -13.2%[10.9 µM] | -2.5% | 8.3%
Cc1nnc(SCc2nnc(-c3ccc(Cl)cc3)o2)n1-c1ccccc1
 : -10.2% | -14.7% | -6.8% | 1.3%
OC1CCN(c2c3c(nc4cc(-c5ccc(Cl)cc5)nn24)CCC3)CC1
 : 25.4% | . | -0.2% | .
N#Cc1cccc(-c2cncnc2NCc2ccccc2)c1
 : 3.5% | ? | 8.0% | 0.9%[11.4 µM]
CCOc1ccccc1NC(=O)c1cn(C2CCCC2)c(=O)c2c1c1ccccc1n2C
 : ? | 13.9%[10.9 µM] | 5.7% | ?
Cc1nonc1OCCn1nnnc1N
 : -4.5% | 5.4% | 6.4% | -0.3%
COc1cccc(NC(=O)C(=O)NCCc2csc(-c3ccc(C)cc3)n2)c1
 : -23.8% | 28.6%[10.9 µM] | -3.0% | ?
CCSc1nc2c(c(=O)n1-c1ccc(F)cc1)SCC2
 : 14.6% | -7.0% | 6.6% | -0.2%
CCc1ccccc1NC(=O)CSc1nnc(-c2ccco2)n1N
 : 1.6% | -2.5% | 8.3% | -1.9%
Cc1ccc(OCC(=O)Nc2nc(-c3ccc(Br)cc3)ns2)cc1
 : -9.0% | -8.4%[10.9 µM] | 28.5% | -1.8%
CCc1ccc(N2CCN(C(=O)c3ccc(OC)c(OC)c3)CC2)cc1
 : -2.6% | -20.7% | 2.1% | 3.9%
CN(C(=O)c1ccncc1)c1nnc(-c2ccccn2)s1
 : -10.8% | -34.0%[inhibitor] | -5.3% | -2.9%
CC(=O)c1ccc(NS(=O)(=O)c2cnc(N)nc2)cc1
 : -14.2% | ? | 8.3% | 2.4%
CC(C)(C)NS(=O)(=O)c1cccc2nsnc12
 : 1.0% | -19.1% | -1.4% | -0.3%
Cc1cc(C)c(NC2=NCC(=O)N2C2CCCCC2)c(C)c1
 : -1.1% | -7.9% | 4.5% | 1.2%
O=C1NC(=O)C(Nc2cccc3ccccc23)S1 (stereo not drawn)
 : 22.6% | . | -19.0% | .
CCCOc1ccc(OC(=O)c2c(-c3ccccc3Cl)noc2C)cc1
 : -22.5% | -7.3%[10.9 µM] | -7.0% | -2.4%
O=S(=O)(Nc1ncn[nH]1)c1ccc2ccccc2c1
 : 12.0% | -12.8% | -4.7% | -0.1%
CCOC(=O)Cn1c(=NC(=O)CSC(C)=O)sc2cc(OC)ccc21
 : 2.0% | -8.7% | -18.9% | -0.1%
Cc1cc2n(n1)CCCN2C(=O)Nc1ccc(C)c(Cl)c1
 : -10.9% | -9.4%[10.9 µM] | -0.1% | -1.0%
CC(C)C(=O)NC(c1ccco1)c1ccc2cccnc2c1O (stereo not drawn)
 : 3.98µM* | -31.1%[inhibitor] | -18.7% | ?
O=C(CN1C(=O)c2ccccc2S1(=O)=O)Nc1ccc(S(=O)(=O)N2CCCC2)cc1
 : 1.0% | 6.6% | 13.5% | 2.2%
CCN(CC)C[C@@H](O)CN1CCCCc2nc(C)c(C)cc21
 : 5.5%[9.22 µM] | . | 10.7%[9.22 µM] | .
CC(C)Cc1ccc(S(=O)(=O)Nc2cc3c(cc2N2CCOCC2)n(C)c(=O)c(=O)n3C)cc1
 : -7.7% | -10.3%[10.9 µM] | 1.4% | 0.0%
Cc1cccc(NC(=O)c2ccc(-c3ccccc3)s2)c1
 : ? | -45.5%[inhibitor][10.9 µM] | ? | ?
CS(=O)(=O)N1CCN(c2ccccc2NC(=O)c2cccc3ccccc23)CC1
 : -19.7% | . | -1.6% | .
[O-][N+](=Nc1ccccc1)c1ccccc1
 : 13.8% | 4.4% | 14.5%[1.84 µM] | -0.2%
O=C(Oc1ccccc1)c1cccc2cccnc12
 : -0.1% | -37.6%[inhibitor] | -5.1% | -0.8%
O=C(O)CNC(=O)C1COc2ccccc2O1 (stereo not drawn)
 : 8.1% | -37.2%[inhibitor] | 3.4% | -0.6%
O=C(Nc1nnc(CC(=O)N2CCOCC2)s1)C1COc2ccccc2O1 (stereo not drawn)
 : -14.6% | 7.7% | -2.4% | -0.7%
Cc1ccc(C(C(=O)NC2CCCCC2)N(CC2CCCO2)C(=O)CNC(=O)c2ccco2)cc1 (stereo not drawn)
 : 3.8% | . | 12.3% | 2.7%
Cc1ccc(NC(=O)c2c(C)oc3ncnc(N4CCCCC4)c23)c(C)c1
 : 0.0% | -5.9%[10.9 µM] | -7.6% | ?
CC(=O)N1CCc2cc(S(=O)(=O)NCCC(=O)Nc3ccc4c(c3)OCCO4)ccc21
 : -5.8% | 1.6% | -5.3% | 0.5%
c1ccc(-n2nnnc2NCCc2c[nH]c3ccccc23)cc1
 : -8.8% | -11.7% | 1.1% | -0.2%
O=C(O)CCC(=O)c1ccc(Cl)cc1
 : 3.5%[9.22 µM] | -0.8%[10.9 µM] | 8.6%[9.22 µM] | -0.8%[11.4 µM]
Cc1cc(C(=O)CSc2nnc(-c3cccs3)o2)c(C)n1-c1ccccc1
 : -27.7% | -24.8% | ? | ?
O=C(Cn1cnc2c(cnn2-c2ccc(Cl)cc2)c1=O)NCCc1ccccc1
 : -3.2% | -12.2% | -18.4% | -0.6%
Cc1cc(C)cc(N2CC34C=CC(O3)C(C(=O)OCC(=O)NCc3ccco3)C4C2=O)c1 (stereo not drawn)
 : -16.0% | 5.2% | -6.8% | 5.8%
Cc1ccc(CNCc2c(C(=O)O)n(Cc3ccccc3C)c3cc(C)ccc23)cc1
 : -20.1% | -6.6%[10.9 µM] | 14.7% | -0.2%
COc1ccc(-c2nnc(SCC(=O)Nc3ccc(C)c(Cl)c3)nc2-c2ccc(OC)c(OC)c2)cc1OC
 : ? | 16.5%[10.9 µM] | -18.7% | 6.1%
O=C(Nn1c(Cc2cccs2)nc2ccccc2c1=O)c1ccc(F)c(F)c1
 : 19.7% | . | 2.4% | .

Another view of three compounds above:
Molecule | p53ts 39C kill | Imprint erasure | p53ts 32C kill | IkB sig inh
Cc1cc(C)c(NC2=NCC(=O)N2C2CCCCC2)c(C)c1 | -1.1% | -7.9% | 4.5% | 1.2%
CCc1ccc(N2CCN(C(=O)c3ccc(OC)c(OC)c3)CC2)cc1 | -2.6% | -20.7% | 2.1% | 3.9%
O=C(O)CNC(=O)C1COc2ccccc2O1 (stereo not drawn) | 8.1% | -37.2%[inhibitor] | 3.4% | -0.6%

The results go on.
Values run as follows: p53ts 39C kill | Imprint erasure | p53ts 32C kill | IkB sig inh
CS(=O)(=O)N1CCC(n2c(C(F)(F)F)nc3cccnc32)CC1
 : -23.6% | -9.4%[10.9 µM] | 7.7% | -2.2%
O=C(NCc1ccccc1)c1c2c(nc3ccccc13)C(=O)N(C1CCCCC1)C2
 : -11.7% | 13.8%[10.9 µM] | -10.2% | ?
Cc1cc2c(s1)c1cnn(CC(=O)NCCc3ccccc3)c(=O)c1n2C
 : 2.3% | -5.6% | 8.4% | -0.4%
COc1ccccc1-c1ccc(C(=O)O)o1
 : -8.6% | -11.3% | -0.2% | ?
COc1ccc(N2CCN(C(=O)C3CCN(S(=O)(=O)Cc4ccccc4)CC3)CC2)cc1
 : -8.2% | -4.3%[10.9 µM] | -5.5% | ?
Cc1cccc(N2CCN(c3nc4ccc(C)cc4n4cnnc34)CC2C)c1 (stereo not drawn)
 : ? | -6.6%[10.9 µM] | -15.1% | ?
Cc1ccc(-n2ncc3c(NCCCN4CCOCC4)ncnc32)cc1C
 : -35.1% | 27.1%[10.9 µM] | -10.7% | ?
Cc1cccc(N2CCN(C(=O)c3cn(C)c4ccc(S(=O)(=O)N(C)C)cc4c3=O)CC2C)c1 (stereo not drawn)
 : 24.7% | -5.9%[10.9 µM] | 3.1% | ?
Cc1nnc(N2C(=O)c3oc4ccccc4c(=O)c3C2c2ccc(F)cc2)s1 (stereo not drawn)
 : 5.7% | -8.6%[10.9 µM] | -1.9% | 5.3%
Clc1ccc(-c2noc(-c3cccnc3N3CCN(c4ccccc4)CC3)n2)cc1
 : 4.3% | -6.7%[10.9 µM] | -5.3% | -0.8%
Cc1cccc(Cn2nnc3c(=O)[nH]c(C4CCCN(C(=O)c5ccccc5Cl)C4)nc32)c1 (stereo not drawn)
 : -10.5% | 5.5%[10.9 µM] | 6.1% | 4.8%
O=C1CNC(=O)/C1=C\N1CCCCC1
 : -4.7% | -2.5% | ? | -0.4%
COCc1cc(=O)[nH]c(/N=C(\N)Nc2ccc(Oc3ccccc3)cc2)n1
 : -7.1% | -16.6% | -4.1% | 1.6%
O=C1C2C3c4ccccc4C(c4ccccc43)C2C(=O)N1Cc1ccco1 (stereo not drawn)
 : 8.1% | -12.9% | 1.9% | -0.5%
Cn1c(N)cc(=O)n(Cc2ccccc2)c1=O
 : 7.3% | -14.1% | 8.8% | .
O=C(c1ccc2c(c1)OCCO2)N(Cc1cccnc1)c1nc2c(F)cc(F)cc2s1
 : -11.7% | 4.9%[10.9 µM] | -4.4% | ?
Cc1ccc(NC(=O)c2cnn3c2NC(c2ccccc2)=CC3c2ccccc2)cc1 (stereo not drawn)
 : -5.7% | 3.1%[10.9 µM] | 13.3% | ?
Cc1ccc(OCC(=O)Nc2c(C(=O)c3ccc(Cl)cc3)oc3ccccc23)cc1C
 : 9.4% | -7.7%[10.9 µM] | 0.6% | 0.6%
CC(C)c1ccc(NC(c2nnc(-c3ccccc3)o2)c2ccc(F)cc2Cl)cc1 (stereo not drawn)
 : -23.3% | 4.9%[10.9 µM] | 12.8% | -1.1%
CCOC(=O)c1[nH]c(C)c(C(=O)NC(CC)Cc2ccccc2)c1C (stereo not drawn)
 : -2.5% | -12.1%[10.9 µM] | 11.1% | ?
CC1CCCN(S(=O)(=O)c2cc3c4c(c2)CC(=O)N4CCC3)C1 (stereo not drawn)
 : 9.1% | -4.6%[10.9 µM] | -6.5% | -3.2%
CC1CC(=O)C2=C(C1)Nc1ncnn1C2c1ccccc1 (stereo not drawn)
 : 6.4% | -2.2% | 7.0% | -0.8%
Cc1cc(C(=O)Nc2c(F)cc(F)cc2Br)c(C)o1
 : 2.0% | -8.8% | -2.9% | 2.4%
COC(=O)C1=C(C)NC(=O)CC1c1ccc(C(=O)OC)cc1 (stereo not drawn)
 : 4.0% | 0.9% | 16.9% | 0.2%
COc1ccc(Cl)cc1NC(=O)CSc1nc2c(oc3ccccc32)c(=O)n1Cc1ccco1
 : -1.3% | -5.4%[10.9 µM] | -1.9% | -0.4%
COc1cccc(-c2nc(-c3ccc(Br)o3)no2)c1
 : 12.6µM* | -9.7%[10.9 µM] | ? | 3.9%
O=C(Nc1cccc(OCc2cc(=O)n3c4c(sc3n2)CCCC4)c1)c1ccc(F)cc1
 : ? | 7.7%[10.9 µM] | -3.5% | ?
CC(=O)N1CCc2cc(NC(=O)c3ccc(C)cc3)ccc21
 : 10µM* | -9.2% | 6.31µM* | -2.3%
Cc1nc(CC(=O)O)c(-c2ccccc2)s1
 : -2.0% | -8.9% | -1.9% | 5.2%
Cc1ccc(C2CC(c3ccccc3OC(F)F)Nc3ncnn32)cc1 (stereo not drawn)
 : -22.7% | -16.8% | 0.0% | 0.1%
